# hcGAS inh: human cGAS inhibition; AID 1259398; inhibition, % at 12.5 µM; 0.081% of 290,000 active; Q8N884; recombinant h-cGAS, ATP depletion, Kinase-Glo luminescence;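 note: 0% = vehicle reaction and 100% = reaction without DNA for no activity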
# Target sequence (Q8N884 whole entry, looked up): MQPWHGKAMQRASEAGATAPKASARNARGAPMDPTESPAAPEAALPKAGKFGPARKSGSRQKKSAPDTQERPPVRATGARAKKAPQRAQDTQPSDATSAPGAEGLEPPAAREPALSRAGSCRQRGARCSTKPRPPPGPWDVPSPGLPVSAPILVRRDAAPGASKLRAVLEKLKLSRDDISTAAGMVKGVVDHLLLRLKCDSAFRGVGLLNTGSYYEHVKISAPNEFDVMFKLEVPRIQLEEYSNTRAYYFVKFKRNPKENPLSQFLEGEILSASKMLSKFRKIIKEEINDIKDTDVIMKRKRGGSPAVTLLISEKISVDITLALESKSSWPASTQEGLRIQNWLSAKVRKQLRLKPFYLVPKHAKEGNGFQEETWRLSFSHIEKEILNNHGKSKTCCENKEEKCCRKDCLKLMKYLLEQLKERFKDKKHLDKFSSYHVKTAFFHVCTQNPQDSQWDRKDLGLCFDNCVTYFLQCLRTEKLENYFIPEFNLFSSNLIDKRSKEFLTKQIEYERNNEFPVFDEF
# NPYLR7 ag: activates Aedes aegypti NPYLR7 receptor; 0.15% of 270,000 active; activation, % at 10 µM; HEK293T NPYLR7/Galpha15, GCaMP6s calcium fluorescence; AID 1259423; in the data active = activation above about 40%;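 note: 0% = vehicle and 100% = reference agonist at the receptor; some compounds past the cut are filed as inactive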
# mcGAS inh: inhibitors of mouse cGAS | inhibition, % at 12.5 µM | Q8C6L5 | recombinant cGAS, Kinase-Glo ATP depletion luminescence | 0.15% of 160,000 active | AID 1259399;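 note: 0% = negative control wells and 100% = reference inhibitor with no enzyme activity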
# * = called active by the depositor; / = no result given. Cut-off read from the data, not from the text of the source, unless noted: active = inhibition above about 40%; inactive = the rest.
molecule | hcGAS inh | NPYLR7 ag | mcGAS inh
CCN(Cc1cccc(F)c1)C(=O)c1ccc(OC)cc1O | -14 | 12 | /
O=S(=O)(NCc1ccccc1)N1CCCCC1c1cccnc1 (centres undefined) | -9 | 1 | /
COc1ccc(CN(CCc2c[nH]c3ccccc23)C(=O)CN(CC(C)C)C(=O)Nc2cccc(C(F)(F)F)c2)cc1OC | -3 | 24 | -4
O=C(O)CN1C(=O)SC(=Cc2cccs2)C1=O | -7 | 0 | -7
COCc1nc(CNC(=O)c2c(C)c3cccc(C)c3n2C)no1 | -2 | 0 | 2
Cc1ncsc1C(=O)N1CCCN(CC2CC2)C(C(C)C)C1 (centres undefined) | 1 | -5 | /
Cc1cccc(CN2CCCC3(CCN(C(=O)CCn4cnnn4)C3)C2=O)c1 (centres undefined) | 4 | 2 | -8
O=S(=O)(OCc1nc2ccccc2s1)c1ccc(Cl)cc1 | -4 | -7 | /
CC(C)N1CCC(CC(=O)N2CCc3c(c(-c4nc(C5CC5)no4)nn3C)C2)CC1 | -8 | / | -6
CSCCCNC(=O)c1sc2ccccc2c1Cl | -1 | -6 | -7
CC(C)(C)c1ccc(S(=O)(=O)N2CCC[C@@H]2C(=O)NCCCNC(=O)c2ccccc2)cc1 | -3 | -8 | -5
Fc1cccc(Cc2noc(CN3CCCN(C4CCCCC4)CC3)n2)c1 | 2 | 2 | -1
CS(=O)(=O)c1ccc(C(=O)Nc2nc(-c3cccs3)cs2)cc1 | 2 | -8 | /
CCc1nc(C)ccc1OCC(=O)NC1CCCc2c1cnn2-c1cccc(C)c1C (centres undefined) | -6 | / | -11
C=CCCC(O)CN(Cc1c(C)nn(-c2ccccc2)c1Oc1ccccc1Cl)CC1CC1 (centres undefined) | -8 | 4 | -6
O=c1ccc(-c2cccs2)nn1CCNS(=O)(=O)c1ccc(OC(F)(F)F)cc1 | 12 | 10 | 0
N#Cc1ccc(N2CCC(N3CCCc4cc(OC(F)F)ccc43)C2=O)cc1 (centres undefined) | 7 | -1 | /
CCOc1cc(C2C(C(=O)OCc3ccccc3)=C(C)NC3=C2C(=O)CC(c2ccccc2)C3)ccc1O (centres undefined) | -8 | 1 | -10
CSc1ccc(NC(=O)c2cc3ccccc3o2)cc1 | -11 | 20 | /
CCCc1nn(CC2CCCO2)c(=O)o1 (centres undefined) | -11 | 16 | /
O=C(COC(=O)CNC(=O)c1ccco1)NCCN1C(=O)CSC1=O | -10 | -4 | /
Cc1ccc(NC(=O)CSc2c(C(C)C)cnc3c2c(=O)n(C)c(=O)n3C)cc1Cl | -11 | 8 | -9
COC1CCCCC1OC(=O)C(C)Cc1c(C)nn(C)c1C (centres undefined) | -9 | 2 | /
Cc1cccc(C)c1OC1CN(C(=O)C(=O)c2ccco2)C1 | -2 | 0 | -9
CC(C)(C)[C@@H](CO)NC(=O)CCC(=O)NC1CCCC1 | -3 | -1 | -9
C=CCn1c(=O)c2c(OCC)c(C)cnc2n(C)c1=O | -5 | 3 | -6
COCCCn1c(C)c(C)n2c3c(=O)n(CCCc4ccccc4)c(=O)n(C)c3nc12 | -3 | 4 | -6
CCN1CCN(c2c(CN(CCOC)C(=O)Cc3ccc(F)cc3)c(C)nn2-c2ccccc2)CC1 | -5 | 2 | -4
Cc1cccc(C(=O)N(Cc2cc(NC(=O)CC(C)C)ccc2N(C)C)C(C)c2ccccc2)c1 (centres undefined) | -2 | 6 | -9
O=C(O)Cc1ccccc1-n1ncc2cccnc21 | -3 | 0 | -15

# 6 entries drawn at random from those above, as already listed:
molecule | hcGAS inh | NPYLR7 ag | mcGAS inh
CC(C)(C)c1ccc(S(=O)(=O)N2CCC[C@@H]2C(=O)NCCCNC(=O)c2ccccc2)cc1 | -3 | -8 | -5
O=C(O)CN1C(=O)SC(=Cc2cccs2)C1=O | -7 | 0 | -7
COC1CCCCC1OC(=O)C(C)Cc1c(C)nn(C)c1C (centres undefined) | -9 | 2 | /
O=C(COC(=O)CNC(=O)c1ccco1)NCCN1C(=O)CSC1=O | -10 | -4 | /
N#Cc1ccc(N2CCC(N3CCCc4cc(OC(F)F)ccc43)C2=O)cc1 (centres undefined) | 7 | -1 | /
Fc1cccc(Cc2noc(CN3CCCN(C4CCCCC4)CC3)n2)c1 | 2 | 2 | -1

# The results go on.
molecule | hcGAS inh | NPYLR7 ag | mcGAS inh
O=S(=O)(c1ccc(Br)cc1)N1CCCC(C(F)(F)F)C1 (centres undefined) | 2 | 1 | /
Cc1ccccc1-c1nc(CN(C)Cc2nonc2C)c(C)o1 | 0 | -6 | -4
Cc1cc(C(=O)N2CCCC(Cn3cc(C4CCCC4)nn3)C2)nc(C)n1 (centres undefined) | -8 | 8 | -12
O=C(c1ccc2c(c1)CCCO2)N1CCCC(c2cc(=O)[nH]cn2)C1 (centres undefined) | -1 | -7 | -3
CCN(CC)S(=O)(=O)N1CCn2nc(C(=O)Nc3ccccc3)cc2C1 | -2 | 10 | -16
CC1=NN(C(=O)c2c(C)nc3ccccn23)C(O)(C(F)(F)F)C1 (centres undefined) | -5 | -1 | -5
Cc1ccc(C(C)/C=N\NS(=O)(=O)c2ccc(CC(C)C)cc2)s1 (centres undefined) | -1 | -3 | /
CC(C)Cn1c(CN2CCC(NS(C)(=O)=O)CC2)nc2ccccc21 | -4 | -4 | -9
CC(C)c1cc(C(=O)NC2CCCN(C3Cc4ccccc4C3)C2)on1 (centres undefined) | -14 | 6 | /
CCCN1CCC(Cc2nc(C3CC3)n[nH]2)CC1 | -11 | / | -6
Cc1cc(C)c2sc(N(CCCN3CCOCC3)C(=O)c3ccco3)nc2c1 | -5 | 0 | -10
O=C(NN=Cc1ccc(Cl)cc1Cl)c1cc(-c2cccs2)[nH]n1 | -8 | 14 | /
CCN1CCN(C(=O)CCC2CCN(Cc3cccc4c3OCO4)CC2)CC1 | -7 | 5 | /
Cn1cc(CN2CCN(C(=O)c3ccco3)CC2)c(-c2ccc(Oc3ccccc3)cc2)n1 | -7 | 14 | /
COC1CCC(C(=O)N2C[C@@H](N)C[C@H]2C(=O)NC(C)C)CC1 (some centres undefined) | 0 | 9 | -15
CC(=O)N(c1ccccc1)c1nc(CCl)cs1 | -6 | -5 | -5
FC(F)(F)CNC1CCCOC1 (centres undefined) | -12 | 16 | /
CC(C)N(Cc1c(-c2ccccc2)noc1N1CCOCC1)C(=O)c1ccc(C(F)(F)F)cc1 | -4 | 2 | -4
O=C(CC1CCCO1)Nc1c(F)cc(F)cc1F (centres undefined) | -5 | -3 | /
Cc1ccc(-n2c(SCc3ccccc3)nnc2C(Cc2ccccc2)NC(=O)COc2ccc(Cl)cc2)cc1 (centres undefined) | 0 | -3 | -4
CCS(=O)(=O)Oc1ccc(Cl)cc1CN(C(=O)CC(C)C)C(C)C | -1 | 7 | -3
CC(C)c1ccc(CC2(C)C(=O)Nc3cccc(Cl)c32)cc1 (centres undefined) | 4 | -3 | 1
N=C(N)Sc1cn(Cc2cccc(F)c2)c2ccccc12 | -4 | -6 | -7
Cn1cnc(S(=O)(=O)N2CC[C@@H](c3ccc4c(c3)OCO4)[C@H](O)C2)c1 | 1 | -5 | /
COc1ccc2c(=O)c(C(=O)NCC3COc4ccccc4C3)c[nH]c2c1 (centres undefined) | -10 | 4 | /
O=C(CCCn1nnnc1CN1CCOCC1)N1CCCN(Cc2cccs2)CC1 | -7 | 0 | /
CCN(C(=O)c1c[nH]c2c(c(C)nn2-c2ccc(C)cc2)c1=O)c1ccccc1 | -6 | -3 | -7
CN(C)C(=O)c1nn(Cc2ccccc2)c2c1CN(C/C=C/c1ccccc1)CC2 | -5 | -2 | -1
COCCCn1cc(C(=O)N2CCCC(C)C2)c2nn(-c3ccccc3)c(=O)c-2c1 (centres undefined) | -7 | 7 | -9
Cc1ccc(CNc2cccc(C(=O)N(C)CCn3ccnc3C)c2)s1 | -1 | 2 | -16
Cc1ccc(-c2nnc(SCCCCC(=O)NC(Cc3ccccc3)c3ccccc3)n2-c2ccccc2)cc1 (centres undefined) | -2 | 5 | -2
Cn1cc(C(C)(O)CNC(=O)C2COc3ccccc32)cn1 (centres undefined) | -7 | 7 | /
CC(C)CN1CCC(NCc2ccc(-n3cncn3)cc2)CC1 | 0 | 0 | 0
CCOc1ccccc1C(=O)N1CCN(Cc2cc(=O)c(OCc3ccc(-c4ccccc4C#N)cc3)co2)CC1 | -4 | 15 | -4
Cc1cc(C(=O)N(Cc2ccco2)c2nc3c(C(C)C)cccc3s2)no1 | -3 | 5 | /
CC(C)C(=O)N1CCN(C(=O)c2ccccc2Nc2ccccc2)CC1 | 0 | 2 | /
Cc1cc2c(c(-c3cc(NC(C)C)ncn3)c1)OC(CN)C2 (centres undefined) | -6 | 6 | /
COc1ccccc1OC1CN(Cc2nccn2C)C1 | -6 | / | -12
O=C(CCNC(=O)C1CCC(O)CC1)Nc1cccc2ccccc12 (centres undefined) | -3 | -3 | /
CN1CC2(CCCN(C(=O)c3ccc4cccnc4c3O)C2)OC1=O (centres undefined) | -6 | 5 | /
CN1C[C@H](NC(=O)c2cccc(-n3cccn3)c2)C[C@H]1CO | -8 | / | -11
O=C(c1ccc2c(c1)OCCCO2)N1CCN(S(=O)(=O)c2cccc(Cl)c2)CC1 | 3 | -11 | /
COc1ccc(-c2ccc(C(=O)N3CCCC(c4ccccc4)CC3)cn2)cn1 (centres undefined) | 2 | -2 | /
O=C(CCC(=O)c1cccs1)NCc1ccccc1F | -1 | -1 | -7
COCCN(CC(=O)N(CCc1c[nH]c2ccccc12)Cc1ccc(OC)c(OC)c1)C(=O)c1cc(OC)cc(OC)c1 | -10 | / | -5
NCCNc1ccc(C(=O)NC2Cc3ccccc3C2)cn1 | -1 | 0 | /
Cc1cc(OC(=O)c2ccccc2Br)c([N+](=O)[O-])c(=O)[nH]1 | -7 | 5 | -6
CNCc1nccn1C | -6 | 4 | /
COc1ccc2c(c1)C(C(=O)N1CCN(CC(=O)OC(C)(C)C)CC1)=CC(C)(C)CO2 | 7 | 5 | -4
Cc1nc(CCN)n(-c2ccc(C(F)(F)F)cc2)n1 | -5 | -3 | /
COCCN(CC(=O)N(Cc1ccc(F)cc1)Cc1ccco1)C(=O)Nc1ccc(Cl)cc1 | -4 | 0 | -5
Cc1ccccc1C(NC(=O)C1CCN(Cc2ccccc2)CC1)c1cnccn1 (centres undefined) | -1 | 0 | -1
CCOc1cccc2sc(N(Cc3ccccn3)C(=O)Cc3ccc(S(=O)(=O)CC)cc3)nc12 | 2 | -4 | 1
COC(=O)c1cccc(C(=O)N2CCC(C(Cc3ccc(F)cc3F)N(C)C(=O)C3CC3)CC2)c1 (centres undefined) | -5 | 17 | -11
Cc1cccc(-c2nc3ccc(Cl)cn3c2NCc2ccccc2)c1 | -7 | 1 | -8
COc1ccc(-n2nc(C(=O)Nc3ccc(F)cc3)c(=O)n(Cc3cccc(C(F)(F)F)c3)c2=O)cc1OC | -4 | 15 | -4
Cc1c(C(=O)N2CCN(C(=O)c3ccco3)CC2)cc(-c2ccccc2)n1-c1ccc(F)cc1F | -4 | -6 | -6
CCCCCCCC(=O)N(CCCOC)C(C)c1nc2ccccc2c(=O)n1-c1ccc(C)cc1C (centres undefined) | -5 | 5 | -5
CCOC(=O)CC(=O)N1CCN(CC(OCc2cccc(C)c2)c2ccc(Cl)cc2)CC1 (centres undefined) | -5 | -4 | -6
Cc1cccc(C(=O)N2CCC3(CC2)OCC(C(=O)N2CCCC2)N3C(=O)c2ccc(F)cc2)c1 (centres undefined) | -4 | 0 | -6

# In a second layout: 2 of the compounds above.
# Under each structure: hcGAS inh | NPYLR7 ag | mcGAS inh
> Cc1c(C(=O)N2CCN(C(=O)c3ccco3)CC2)cc(-c2ccccc2)n1-c1ccc(F)cc1F
 : -4 | -6 | -6
> CCCCCCCC(=O)N(CCCOC)C(C)c1nc2ccccc2c(=O)n1-c1ccc(C)cc1C (centres undefined)
 : -5 | 5 | -5

# Other compounds
molecule | hcGAS inh | NPYLR7 ag | mcGAS inh
Cc1cccc2sc(NC(=O)CN3CCCC(O)(CO)C3)nc12 (centres undefined) | -6 | 0 | -9
COc1cc(C(=O)NCc2nc(C)cs2)ccc1C | -7 | 1 | /
CS(=O)(=O)Cc1cccc(Nc2ncnc3cccc(F)c23)c1 | -7 | -1 | -14
c1cc(-c2nc3cc(Cc4ccc5oc(-c6ccncc6)nc5c4)ccc3o2)ccn1 | -8 | 0 | /
O=C1Cc2cc(S(=O)(=O)N3CCNCC3)ccc2N1 | -11 | -1 | -5
CCCCC(CC)CNC(CC(=O)Nc1ccc(O)cc1)C(=O)O (centres undefined) | 2 | -5 | -3
NC1=NC(=O)/C(=C\c2ccc(Cl)cc2)S1 | 8 | -4 | -1
Cc1nn(CC(=O)Nc2ccc(F)cc2)c(C)c1[N+](=O)[O-] | -8 | 6 | -5
Cc1cc(C(=O)N2CCC2(C)C(=O)NS(=O)(=O)c2cccc(OC(F)F)c2)nn1C (centres undefined) | -8 | 1 | /
CCc1ccc(-n2cc(-c3ccc(F)cc3)[n+]3c2SCCC3)cc1 | -7 | 3 | -5
c1ccc2sc(N3CCCC(NCc4ccc5nsnc5c4)C3)nc2c1 (centres undefined) | -6 | 3 | -11
O=C(c1cc(C2CC2)[nH]n1)N1C[C@@H]2[C@H](C1)[C@H]1CC[C@@H]2O1 | -2 | / | -4
O=C(CN(CC1CCOC1)C1CC1)Nc1ccccc1 (centres undefined) | -1 | -1 | -8
COCC(=O)N1CCCC(N2CCN(c3ccccc3C)CC2)C1 (centres undefined) | -4 | 4 | /
CC1(C)c2ccccc2N2CC(=O)N(CC#N)[C@@]21C | -11 | 3 | /
COc1ccc(Cn2ccnc2CN(CCN2CCOCC2)C(=O)c2ccc(Cl)cc2)cc1 | -1 | 8 | -3
Cc1nc(Nc2ccc(F)cn2)sc1C(=O)N1CCN(C2CCCCC2)CC1 | -4 | -3 | -5
Cc1cc2nc(N(CCCN(C)C)C(=O)c3ccc(C#N)cc3)sc2cc1C | -2 | 0 | -7
CCN(CC)c1ccc2cc(C(=O)Nc3cc(C(=O)O)ccc3C)c(=O)oc2c1 | -8 | 11 | -6
CCc1cc2c(=O)n(Cc3cc(F)cc4cccnc34)cnc2s1 | -9 | 1 | /
